Pin1 inh: blocks the human prolyl isomerase Pin1. Pin1 FP peptide displacement, HiFluor488, 10 min. Potency, µM (highest dose often 115 µM), without a hit: top-dose activity, negative = inhibition, actives largely listed as inhibitors. 0.009% of 390,000 active; active = well fitted inhibition curve with a large enough effect in the polarisation, with a control signal flat, not every such curve was filed as active; inconclusive = small, poorly fitted or top-dose-only effect, or effect the other way, or a change in a side signal; inactive = no such curve, though single readings can be large or run the other way; the % refers to the polarisation; note: potency is the fitted concentration of half-maximal effect; % is set by controls: 0 for no effect and ±100 for the full control effect
Target sequence (Q13526 whole entry, looked up): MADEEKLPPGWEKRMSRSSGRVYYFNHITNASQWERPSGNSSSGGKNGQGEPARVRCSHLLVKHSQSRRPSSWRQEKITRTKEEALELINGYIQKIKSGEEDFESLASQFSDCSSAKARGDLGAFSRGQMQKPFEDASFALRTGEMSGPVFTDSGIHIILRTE
PI4K2A inh: inhibitors of human PI4K2A | Q9BTU6 | purified PI4K2A, ADP-Glo luminescence, 1 h; stronger effect = lower value | activity change, negative = inhibition, % at 76.9 µM | 0.13% of 420,000 active; in the data active = activity change below about -50%; inconclusive = mostly about -30% to -49%;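 note: -100% = wells without enzyme as full effect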
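ADP-Glo luminescence measured ADP generated by PI4K2A enzyme (4 ug/mL before mixing) with 1.2 mM PI substrate (pre-mix) and 300 microM ATP (pre-mix). Tris pH7.5 buffer with MgCl2, Triton X-100; 1 h reaction at ambient temperature.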
G9a block: G9a (human) methyltransferase inhibition. Q96KQ7. G9a H3K9 monomethylation, AlphaScreen, 2 h. Potency, µM (highest dose often 102 µM), without a hit: at the highest dose activity, negative = inhibition, most hits filed as inhibitors. 8.8% of 350,000 active; note: potency is the fitted concentration of half-maximal effect; % is set by controls: 0 for no effect and ±100 for the full control effect; nearly all actives have a fitted effect of over 75% in size
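Chemiluminescent proximity detection of H3K9 monomethylation, read after 10 min bead incubation in the dark. Reaction: 20 nM G9a, 500 nM biotin-H3K9 peptide, 20 uM SAM cofactor, 2 h, room temperature, following 15 min enzyme-compound preincubation.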
GLS inh: glutaminase GLS (human) inhibition | O94925 | GLS enzymatic activity, qHTS titration | Potency, µM (titrated, usually from 45.5 µM), for the others: at the top dose activity change, negative = inhibition, hits mostly inhibitors | 0.21% of 410,000 active | AID 624170; note: potency is the fitted concentration of half-maximal effect; % is set by controls: 0 for no effect and ±100 for the full control effect
Target sequence (O94925 whole entry, looked up): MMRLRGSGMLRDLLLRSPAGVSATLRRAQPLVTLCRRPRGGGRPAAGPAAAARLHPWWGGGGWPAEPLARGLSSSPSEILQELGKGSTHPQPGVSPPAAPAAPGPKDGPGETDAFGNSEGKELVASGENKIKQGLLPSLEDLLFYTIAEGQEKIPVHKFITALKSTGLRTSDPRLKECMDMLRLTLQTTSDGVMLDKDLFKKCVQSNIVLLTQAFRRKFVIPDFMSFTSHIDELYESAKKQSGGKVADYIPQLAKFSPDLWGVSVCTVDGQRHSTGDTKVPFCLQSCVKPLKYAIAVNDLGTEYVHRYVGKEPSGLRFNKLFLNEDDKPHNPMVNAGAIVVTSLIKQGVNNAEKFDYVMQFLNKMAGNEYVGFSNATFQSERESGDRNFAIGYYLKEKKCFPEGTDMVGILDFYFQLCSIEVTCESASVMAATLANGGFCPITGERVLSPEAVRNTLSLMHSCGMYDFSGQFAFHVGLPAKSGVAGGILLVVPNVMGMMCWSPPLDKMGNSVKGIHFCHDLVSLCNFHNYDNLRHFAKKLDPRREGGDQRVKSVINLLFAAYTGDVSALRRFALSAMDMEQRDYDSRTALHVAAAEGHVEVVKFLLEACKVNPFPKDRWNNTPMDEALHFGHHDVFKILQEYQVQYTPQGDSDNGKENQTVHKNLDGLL
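hKGA; 45 mM KH2PO4 pH 8.2 + 0.02% Tween-20; cpd via pin tool; 1 mM Gln soln; GluOx/HRP/Amplex Red; RT 30 min; fluor. t0 & final.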
HP1b chromo inh: inhibitors of HP1-beta chromodomain binding to methylated histone tails | 0.56% of 390,000 active | AlphaScreen HP1-beta / biotin-H3K9me3 peptide binding | Potency, µM (titrated, usually from 114 µM), for inactives: at the highest dose activity change, negative = inhibition, actives largely listed as inhibitors | AID 540317; note: potency is the fitted concentration of half-maximal effect; nearly all actives have a fitted effect of over 70% in size; inactives centre near 23
Target sequence (P83916 whole entry, looked up): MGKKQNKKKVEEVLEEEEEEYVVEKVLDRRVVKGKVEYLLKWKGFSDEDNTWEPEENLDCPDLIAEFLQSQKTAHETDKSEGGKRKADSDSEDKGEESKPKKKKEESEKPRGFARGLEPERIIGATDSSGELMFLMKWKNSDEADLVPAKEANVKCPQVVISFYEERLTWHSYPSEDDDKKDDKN
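HP1-beta protein (50 nM final) preincubated 30 min at room temperature with biotinylated H3(1-18)K9me3 peptide (50 nM) in PBS pH 7.4, 0.01% Tween-20, then compound added for 30 min. AlphaScreen streptavidin donor/nickel chelate acceptor beads (10 ug/mL final), 30 min dark, luminescence read.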
BAZ2B block: inhibitors of human BAZ2B bromodomain | 4.4% of 360,000 active | Q9UIF8 | Potency, µM (highest dose often 114 µM), for the others: top-dose activity change, negative = inhibition, usual class: inhibitors | AlphaScreen BAZ2B-H3K14Ac peptide displacement; note: potency is the fitted concentration of half-maximal effect; % is set by controls: 0 for no effect and ±100 for the full control effect; nearly all actives have a fitted effect of over 60% in size
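Protein-peptide AlphaScreen: BAZ2B 50 nM, b-H3K14Ac 50 nM, 1x PBS pH 7.4 + 0.01% Tween-20. Preincubation 30 min RT; cpd 30 min RT (top 110 uM); beads 20 min RT, light-protected.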
ERG-DNA inh: inhibitors of human ERG Ets domain-DNA interaction; 0.028% of 370,000 active; fluorescence polarization, His-ERG Ets domain / labelled DNA; P11308; Potency, µM (series often up to 76.9 µM), for the others: top-dose FP activity, negative = inhibition, hits mostly inhibitors; active = well fitted inhibition curve with a large enough effect in the polarisation, with a control signal flat; inconclusive = small, poorly fitted or top-dose-only effect, or effect the other way, or a change in a side signal; inactive = no such curve, though single readings can be large or run the other way; the % refers to the polarisation;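 note: polarization taken with two DNA probes labelled with fluorescein and Texas red; potency is the fitted concentration of half-maximal effect; % of control where 0% means no effect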
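His-tagged ERG Ets domain (1 uM in the protein solution; 300mM KCl, 50mM Tris-HCl, 1mM EDTA, 1mM DTT, pH 7.5) received compound, then a probe mix of 5 nM fluorescein-DNA and 100nM Texas-615-DNA. Fluorescence polarization was read for both dyes.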
JMJD2A Tudor inh: inhibitors of human JMJD2A Tudor domain; AlphaScreen JMJD2A-Tudor / H3K4me3 peptide binding; Potency, µM (series often up to 114 µM), for inactives: at the top dose activity change, negative = inhibition, hits mostly inhibitors; 4.4% of 390,000 active; note: potency is the fitted concentration of half-maximal effect; % is set by controls: 0 for no effect and ±100 for the full control effect; nearly all actives have a fitted effect of over 50% in size
PGK inhibitor: blocks T. brucei phosphoglycerate kinase | P07378 | PGK/GAPDH coupled, Kinase-Glo luminescence, 60 min | Potency, µM (titrated, usually from 57.5 µM), for inactives: top-dose activity change, negative = inhibition, usual class: inhibitors | 0.043% of 380,000 active | AID 602233; note: potency is the fitted concentration of half-maximal effect; % is set by controls: 0 for no effect and ±100 for the full control effect; nearly all actives have a fitted effect of over 60% in size
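Luminescent ATP detection (Kinase-Glo Plus) follows a 60-minute room-temperature incubation, with wells lacking PGK as controls. Buffer: 100 mM TEA (pH 7.6), 5 mM MgCl2, 0.01% Tween-20. Coupling enzyme GAPDH (100 nM final) supplies unstable 1,3-BPG in-well.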
An asterisk follows results filed as active; i = inactive; ? = inconclusive; / = no result given; & = joins results of further samples; [ ] = remark or other dose. Unless noted, calls come from the whole dose curve; as a rule, active = well fitted curve in the direction sought with a large enough effect; inconclusive = small, poorly fitted or top-dose-only effect, or another doubt; inactive = no such curve, though single readings can be large; an effect the other way counts as inactive or inconclusive.

Molecule	BAZ2B block	Pin1 inh	PGK inhibitor	ERG-DNA inh	GLS inh	HP1b chromo inh	JMJD2A Tudor inh	PI4K2A inh	G9a block
CO/N=C(/CN1CCCCC1)c1ccc(Cl)cc1	?	1%	-7%	-6%	-3%	19%	-10%	3	-5%
CCSc1nnc(CNc2ccc(C)cc2)n1C	1%	-3%	/	9%	-11%	21%	-19%	-1	10%[59 µM]
COc1ccc2cc(C3(C)NC(=O)N(CC(=O)N4CCCCC4)C3=O)ccc2c1 (stereo unspecified)	/	0%	3%	-3%	-12%	-19%	-15%	-4	/
O=C1c2ccc(Br)cc2C(=O)N1c1ccc(Cl)cn1	-14%	-1%	-1%	-10%	4%	30%	5%	0	9%
O=C(C[C@@H]1C/C=C\C[C@@H](Cc2ccc(F)cc2)C(=O)OC[C@H]2CCCN2C1=O)NCCO	/	-4%	-7%	-4%	0%	23%	-21%	-1	/
COCCNC(=O)C1(C(F)(F)F)CC(CCCO)CCCO1 (stereo unspecified)	/	0%&-10%	-5%	-4%	3%	18%&2%	-16%&-6%	2	/
Cn1cc(Br)c(-c2cccc(N3C(=O)CCCC3=O)c2)n1	-17%	11%	3%	-6%	-3%	30%	14%	3	27%
CCOC(=O)C1(CCc2ccccc2)CCN(Cc2cccc3nccnc23)CC1	-26%	0%	4%	-2%	-1%	15%	-22%	5	?
CCN(CCCCN1C(=O)c2ccccc2C1=O)c1ccc2c(c1)C(=O)N(C)C2=O	?	?	/	/	-9%	39%	2%	-10	2%[59 µM]
CCCC12CN3CC(C)(CN(C1)C3c1ccc([N+](=O)[O-])o1)C2=O (stereo unspecified)	1%	1%	-5%	6%	6%	6%	?	-6	/
CCn1c(SCc2nc(-c3ccc(OC)c(OC)c3)no2)nnc1-c1cccs1	18%	-1%	/	/	-4%	16%	-15%	-1	?
CCCOc1ccc(CNC(=O)c2oc3ccc4c(c3c2C)C(=O)CC(C)(CC)O4)cc1 (stereo unspecified)	-7%	0%	i	0%	12%	18%	-12%	-2	-26%[59 µM]
CSc1ccccc1NC(=O)CNCCCN1CCOCC1	56µM*	-12%	-1%	-15%	0%	-26%[57 µM]	0.11µM*	-4	3.5µM*
COc1ccc(S(=O)(=O)N2CCC(C(=O)N[C@H](C(=O)N3CCCC3)C(C)C)CC2)cc1	-5%	-10%	4%	4%	11%	-3%	?	-1	10%
O=C(O)c1ccc(N/C(=N\S(=O)(=O)c2ccc(Cl)cc2)c2ccccc2)cc1	-2%	-13%	-2%	-8%	-2%	66%[activator]	-11%[11.4 µM]	6	?
Cc1nc2ncnn2c(N2CCN(C(=O)c3cccc(F)c3)CC2)c1C	-1%	-5%	-2%	6%	-6%	22%	-21%	-1	6%[59 µM]
O=C(COc1ccc(F)cc1)Nc1nccs1	-6%	?	-21%	4%	3%	32%	-22%	-24	-3%[59 µM]
CCc1ccc(NC(=O)CC2C(=O)N(c3cccc(OC)c3)C(=O)N2Cc2ccc(F)cc2)cc1 (stereo unspecified)	-8%	20%	2%	4%	5%	26%	-3%	-2	-4%[59 µM]
Cc1ccc(NC(=S)NC(=O)c2ccc(-c3ccccc3)cc2)c(C)c1	-36%	1%	-4%	-2%	-4%	-11%	-26%	7	/
Cc1ccc(-c2c3c([nH]c(=S)c2C#N)CCCC3)o1	50µM*	2%	-4%	4%	?	?	40µM*	-8	4.5µM*
O=C(CN1CCN(c2ccc([N+](=O)[O-])cc2)CC1)Nc1nccs1	-3%	-3%	-5%	-20%	-3%	37%	-8%	1	-32%[59 µM]
COc1ccccc1Nc1ncccc1C(=O)O	-4%	?	-6%	-3%	30%	7%	-16%	-7	-17%[59 µM]
Cc1cc(C)c(C)c(S(=O)(=O)N2CCN(C(=S)NCC3CCCO3)CC2)c1C (stereo unspecified)	/	5%	2%	-8%	3%	17%	-24%	2	5%
COc1ccc(NC(=O)CCn2nc(C)cc2C)cc1	-5%	8%	2%	1%	4%	41%[activator]	-10%	5	1%[59 µM]
COc1cc2cccc(OC)c(=O)c2c(O)c1OC	-25%	-1%	i	1%	4%	17%	-11%	1	?
Cc1ccc(N2C(=O)CC(NNc3nc4ccccc4s3)C2=O)cc1C (stereo unspecified)	9%	1%	2%	/	18%	22%	-6%	-1	11%[59 µM]
Cc1ccc(CNC(=O)C2CCN(S(=O)(=O)c3cccs3)CC2)cc1	8%	2%	9%	-1%	-1%	8%	89µM*	0	-2%
COc1ccc(C(=O)Nc2c3c(nn2C(C)(C)C)CS(=O)(=O)C3)cc1OC	2%	2%	3%	5%	-18%	39%[activator]	-1%	0	13%[12.7 µM]
C#CCn1cnc2c(oc3ccccc32)c1=O	2%	0%	-14%	-1%	2%	1%[57 µM]	-13%	-2	20%
Cc1ccc(-c2c[n+](Cc3ccc(Cl)cc3)c3n2CCC3)cc1	-26%	-8%	-8%	1%	-1%	-3%	-10%	0	-23%
Cc1ccc(S(=O)(=O)N(CC(=O)N2CCCCC2)c2cccc(C)c2)cc1	-2%	3%	-6%	-11%	2%	16%	1%	-12	-8%[59 µM]
Cc1ccc(CNC(=O)CCNC(=O)c2ccco2)cc1	-3%	0%	-7%	2%	1%	22%	-14%	3	/
CCn1c2ccccc2c2cc(/C=N/n3cn[nH]c3=S)ccc21	?	-2%	-10%	6%	-14%	-33%	18µM*	-1	0%[0.501 µM]
COc1ccc(/C=N/NC(=O)CSc2ccccn2)cc1OC	1%	4%	0%	-1%	9%	6%	-16%	0	/
Fc1cccc(F)c1-c1nc2c(s1)CCc1onc(-c3ccc(Br)cc3)c1-2	/	-1%	i	-2%	3%	-6%	-14%	-5	/
COc1cc(OC)cc(-c2nnc(Nc3nc4c(F)cccc4s3)o2)c1	/	12%	/	/	?	12%	-30%	2	0%[59 µM]
CCCOc1cccc(NC(=O)c2cc(C)oc2C)c1	16%	-3%	-6%	-1%	-9%	-14%	-3%[11.4 µM]	1	-13%
Cc1cc(C)nc(SCCCNCc2ccc(Br)cc2)n1	-5%	-2%	i	-7%	-6%	29%	-1%	1	-9%
Oc1ccc2ccccc2c1CNc1ccc(Br)cc1	40µM*	0%	0%	10%	18%	-15%	?	-6	5µM*
O=C(c1ccc(Cn2cc(Cl)cn2)cc1)N1CCN(c2ccccc2)CC1	-30%	0%	-3%	-7%	17%	23%	-25%	7	?

Given with each value named: 2 of the compounds above
> Cc1ccc(CNC(=O)CCNC(=O)c2ccco2)cc1
  BAZ2B block = -3%
  Pin1 inh = 0%
  PGK inhibitor = -7%
  ERG-DNA inh = 2%
  GLS inh = 1%
  HP1b chromo inh = 22%
  JMJD2A Tudor inh = -14%
  PI4K2A inh = 3
  G9a block = /
> CCCOc1cccc(NC(=O)c2cc(C)oc2C)c1
  BAZ2B block = 16%
  Pin1 inh = -3%
  PGK inhibitor = -6%
  ERG-DNA inh = -1%
  GLS inh = -9%
  HP1b chromo inh = -14%
  JMJD2A Tudor inh = -3%[11.4 µM]
  PI4K2A inh = 1
  G9a block = -13%

The list goes on:
Molecule	BAZ2B block	Pin1 inh	PGK inhibitor	ERG-DNA inh	GLS inh	HP1b chromo inh	JMJD2A Tudor inh	PI4K2A inh	G9a block
Cc1ccc(Nc2nnc(SCC(=O)Nc3cccc(S(=O)(=O)NC4=NCCCCC4)c3)s2)cc1	?	4%	0%	2%	13%	0%	-36%	-2	-2%[2.33 µM]
CS(=O)(=O)N(CC(=O)N1CCc2ccccc2C1)Cc1ccc(F)cc1	1%	-9%	-6%	-9%	1%	45%[activator]	1%	-2	7%[59 µM]
CCOc1ccccc1N1CCN(C(=S)NCc2ccco2)CC1	-34%	1%	4%	5%	27%	-32%	-34%	4	50µM*
COc1ccc(/C(C)=N/NC(=O)c2ccc(N(C)C)cc2)cc1	-4%	3%	-1%	-2%	30%[activator]	30%	-13%	-1	/
CCOC(=O)c1c(-c2ccco2)csc1NC(=O)CSc1nnc(N)s1	?	?	/	15%	2%	6%	-36%	?	40µM*
Cc1ccc(NC(=O)C(c2ccc(Cl)cc2)N2CCOCC2)cc1 (stereo unspecified)	-15%	-5%	-6%	2%	0%	46%[activator]	-7%	-1	-27%
COc1ccc(CCNS(=O)(=O)c2cc3c4c(c2)CC(=O)N4CCC3)cc1	-12%	0%	-3%	12%	-1%	29%	-16%	7	19%
COc1cc(CNC2CCCCCCC2)cc(Cl)c1OC	12%	2%	-6%	1%	1%	19%	-3%	1	1%
O=C(c1ccc(F)cc1)N(c1ccccn1)C1CCCCC1	-25%	-4%	-1%	5%	-8%	33%	6%	2	6%
CCSc1nnc(N(CCC(=O)O)CCC(=O)O)s1	-39%	-4%	-10%	7%	6%	58%[activator]	-22%	-12	-29%
O=C(O)CSC1CC(=O)N(c2ccc(Cl)c(Cl)c2)C1=O (stereo unspecified)	11%	0%	i	12%	3%	44%	-11%	-3	?
COc1ccccc1CN(C)C(=O)c1ccc2c(c1)NC(=O)CS2	12%	-4%	-9%	-3%	13%	16%	-3%	6	-3%[59 µM]
CCOC(=O)Cn1nc(C)c(NC(=O)COc2ccc([N+](=O)[O-])cc2)c1C	2%	-6%	0%	3%	-2%	6%	-13%	5	3%
Cc1ccc(NC(=O)Cn2ccc([N+](=O)[O-])n2)cc1Cl	-16%	-1%	-3%	-7%	-2%	33%	-6%	0	-5%
COc1cccc(N(CC(=O)NCCN2CCOCC2)S(=O)(=O)c2ccccc2)c1	-5%	-1%	-2%	12%	5%	7%	?	5	-9%[2.33 µM]

Source: PubChem BioAssay
